aGal spleen mod = alpha-galactosidase A (human) modulation. AID 2107. P06280. human spleen homogenate, 4MU-alpha-Gal fluorescence, 40 min. 0.008% of 240,000 active. Potency, µM (doses to about 80 µM), without a hit: top-dose activity change, negative = inhibition, actives largely listed as inhibitors;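 further: 0% = enzyme with vehicle and -100% = no enzyme basal signal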
Target sequence (P06280 32-429 limits assumed): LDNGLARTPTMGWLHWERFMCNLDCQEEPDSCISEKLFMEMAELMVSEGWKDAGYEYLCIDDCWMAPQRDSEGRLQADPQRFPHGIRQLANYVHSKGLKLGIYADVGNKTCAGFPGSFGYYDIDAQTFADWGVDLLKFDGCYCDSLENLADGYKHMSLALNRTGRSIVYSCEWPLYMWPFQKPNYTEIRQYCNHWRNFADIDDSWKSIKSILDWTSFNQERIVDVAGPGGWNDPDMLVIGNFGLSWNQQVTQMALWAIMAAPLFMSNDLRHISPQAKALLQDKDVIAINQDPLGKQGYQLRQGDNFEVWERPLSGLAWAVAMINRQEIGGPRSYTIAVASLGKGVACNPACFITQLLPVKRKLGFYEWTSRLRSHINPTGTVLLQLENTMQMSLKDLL
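Human spleen homogenate (1 ug) was the enzyme source, with 4-methylumbelliferyl-alpha-D-galactopyranoside (1 mM final) in pH 5.0 citrate buffer with 0.01% Tween-20. Compounds were titrated; after 40 min at 37C, NaOH/glycine stop, 4-MU fluorescence read; AC50 from Hill fits.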
TRb-SRC2 inh = disrupts binding of human TR beta to SRC2. P10828. AID 1469. Potency, µM (highest dose often 106 µM), inactives show at the highest dose activity change, negative = inhibition, most hits filed as inhibitors. TRbeta-SRC2 peptide binding, fluorescence polarization; receptor liganded with 1 µM T3. 0.065% of 280,000 active;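 further: plate controls were bound peptide for no effect and peptide without receptor for full effect; nearly all actives have a fitted effect of over 50% in size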
Target sequence (P10828 whole entry, looked up): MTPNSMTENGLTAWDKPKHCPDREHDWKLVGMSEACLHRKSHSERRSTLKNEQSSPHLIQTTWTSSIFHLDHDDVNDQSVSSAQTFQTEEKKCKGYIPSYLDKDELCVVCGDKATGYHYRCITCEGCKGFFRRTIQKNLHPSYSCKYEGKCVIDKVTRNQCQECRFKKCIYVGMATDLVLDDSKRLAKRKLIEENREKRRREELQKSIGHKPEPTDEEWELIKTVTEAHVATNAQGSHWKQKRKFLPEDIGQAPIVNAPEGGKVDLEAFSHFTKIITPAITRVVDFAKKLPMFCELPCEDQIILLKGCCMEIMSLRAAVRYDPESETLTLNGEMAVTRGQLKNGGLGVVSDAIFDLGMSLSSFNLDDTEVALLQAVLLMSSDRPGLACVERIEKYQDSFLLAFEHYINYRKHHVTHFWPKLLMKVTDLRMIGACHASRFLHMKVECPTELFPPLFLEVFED
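Fluorescence polarization of 20 nM Texas Red SRC2 peptide (20-aa NR interaction domain) bound to 0.6 uM human TRb ligand-binding domain, with 1 uM T3, after 5 hr at ambient temperature; inhibition seen as decreased polarization.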
L3MBTL1 block = L3MBTL1 (human) inhibition | AlphaScreen L3MBTL1–H3K9me1 peptide binding | Potency, µM (top dose mostly 57.1 µM), for inactives: top-dose activity, negative = inhibition, actives largely listed as inhibitors | 0.66% of 230,000 active | AID 485360; further: nearly all actives have a fitted effect of over 60% in size
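Read-out is AlphaScreen signal from streptavidin donor and nickel chelate acceptor beads (10 ug/mL final each) bridging L3MBTL1 (50 nM) and biotinylated K9-monomethylated H3(1-15) peptide (75 nM), after 30 min compound exposure at room temperature.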
TR SRC2 fluor cs = Texas Red fluorescence interference in TRb-SRC2 counter-screen; TRb/SRC2 Texas Red total fluorescence interference; AID 1479; 0.29% of 280,000 active; Potency, µM (doses to about 106 µM), without a hit: top-dose fluorescence change, negative = quenching; active means well fitted curve in either direction with a large enough effect; inconclusive means small, poorly fitted or top-dose-only effect
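Human TRβ ligand-binding domain (0.6 uM) and Texas Red SRC2 peptide (20 nM) in Tris buffer with 1 uM T3 and 5% DMSO were incubated with pinned compound for 5 hr at ambient temperature. Total fluorescence was computed as S + 2P (555/632 nm).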
ALDH1A1 inh = inhibitors of human aldehyde dehydrogenase 1A1 | Potency, µM (doses to about 75.3 µM), for the others: at the highest dose activity, negative = inhibition, usual class: inhibitors | P00352 | Purified ALDH1A1, NADH fluorescence, propionaldehyde substrate | AID 1030 | 7.3% of 220,000 active; active means well fitted inhibition curve with a large enough effect, not every such curve was filed as active; inconclusive means small, poorly fitted or top-dose-only effect, or another doubt; inactive means no such curve, though single readings can be large or run the other way;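 further: plate controls were no enzyme wells and a reference inhibitor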
Tau ThT inhib = blocks human tau fibril formation measured by thioflavin T; 2.1% of 270,000 active; recombinant tau K18 P301L, heparin-induced fibrillization, ThT fluorescence; P10636; Potency, µM (doses to about 57.4 µM), for inactives: top-dose activity, negative = inhibition, actives largely listed as inhibitors; further: nearly all actives have a fitted effect of over 55% in size
Target sequence (P10636 561-689 P618L limits assumed): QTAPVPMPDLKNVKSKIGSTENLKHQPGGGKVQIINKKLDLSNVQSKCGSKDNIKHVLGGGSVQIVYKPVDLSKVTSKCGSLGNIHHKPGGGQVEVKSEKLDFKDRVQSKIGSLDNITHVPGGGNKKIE
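Recombinant human tau K18 fragment […] carrying P301L, 15 uM unlabeled plus 0.24 uM Alexa 594-labeled, was fibrillized with 20 uM heparin in 100 mM sodium acetate pH 7 for 6 hr at 37 C; 30 uM ThT fluorescence read after 1 hr.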
Tau fibril FP = inhibitors of human tau fibril formation. P10636. K18 P301L tau heparin fibrillization, Alexa594 FP, 6 h. Potency, µM (series often up to 57.7 µM), for inactives: top-dose activity, negative = inhibition, hits mostly inhibitors. 0.39% of 280,000 active; further: nearly all actives have a fitted effect of over 55% in size
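Human tau K18 […] P301L fragment, 15 uM unlabeled plus 0.24 uM Alexa 594-labeled tau (final), with compound and 20 uM heparin in 100 mM sodium acetate pH 7; 6 hr at 37 C, then Alexa 594 FP read.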
Tau fluor cs = counter-screen for tau fibril formation inhibitors | tau K18 P301L Alexa594 fluorescence, heparin fibrillization | Potency, µM (titrated, usually from 57.7 µM), inactives show at the top dose activity change, negative = decrease | 0.93% of 280,000 active; further: nearly all actives have a fitted effect of over 55% in size
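Human tau K18 P301L (15 uM unlabeled, 0.24 uM Alexa 594-labeled) in 100 mM sodium acetate pH 7 with 20 uM heparin, 6 hr at 37 C. ThT 30 uM added, 1 hr ambient; Alexa 594 FP and total fluorescence read at 555/632 nm.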
* marks the source's active call; other numbers are inactive results; [ ] = another dose, or the depositor's remark. Unless noted, the call rests on the fitted dose curve; in most records, active means well fitted curve in the direction sought with a large enough effect; inconclusive means small, poorly fitted or top-dose-only effect, or another doubt; inactive means no such curve, though single readings can be large; an effect the other way counts as inactive or inconclusive. Unless noted, on the % scale 0 is the no-effect control and ±100 the full control effect; potency means the concentration at half of the fitted maximal effect.

Screening COC(=O)c1cc(C#N)c(N2CCOCC2)nc1C returned aGal spleen mod -1.0%, TRb-SRC2 inh -3.6%, L3MBTL1 block -7.8%, TR SRC2 fluor cs -0.2%, ALDH1A1 inh inconclusive, Tau ThT inhib -1.3%, Tau fibril FP -4.5% and Tau fluor cs 0.4%.
`CCOC(=O)c1cccc(NC(=O)c2cc(S(=O)(=O)N3CCCCCC3)cn2C)c1` gave TRb-SRC2 inh 0.5%, TR SRC2 fluor cs -0.3%, Tau ThT inhib -1.5%, Tau fibril FP -6.4% and Tau fluor cs -16.4%.
Screening Cc1c(-c2nnc(-c3ccc(C(F)(F)F)cc3)o2)cnn1-c1ccccc1 returned aGal spleen mod 2.8%, TRb-SRC2 inh -3.1%, TR SRC2 fluor cs -3.3%, ALDH1A1 inh -10.0%, Tau ThT inhib -6.8%, Tau fibril FP 4.9% and Tau fluor cs -1.0%.
Screening COc1ccc(C(=O)NC(c2ccc(Cl)cc2)c2cc(Cl)c3cccnc3c2O)cc1 (centres undefined) returned TRb-SRC2 inh -4.1%, TR SRC2 fluor cs -11.2%, Tau ThT inhib 3.9%, Tau fibril FP 9.5% and Tau fluor cs -21.6%.
`COc1ccc(OC)c(C2CC(=O)Nc3c2c(=O)n(C)c2ncnn32)c1` (centres undefined) gave TRb-SRC2 inh 3.3%, TR SRC2 fluor cs -12.4%, Tau ThT inhib 0.8%, Tau fibril FP -2.6% and Tau fluor cs -5.1%.
Screening CNC(=O)c1sccc1S(=O)(=O)Cc1c(Cl)cccc1Cl returned aGal spleen mod -0.1%, TRb-SRC2 inh -10.2%, TR SRC2 fluor cs 0.5%, ALDH1A1 inh 4.1%, Tau ThT inhib -10.5%, Tau fibril FP 0.7% and Tau fluor cs -9.4%.
N/C(=N\OC(=O)Cc1ccc(Cl)cc1)c1ccccn1 was read as aGal spleen mod 8.2%, TRb-SRC2 inh 1.1%, TR SRC2 fluor cs 1.6%, ALDH1A1 inh 5.7%, Tau ThT inhib -10.4%, Tau fibril FP -5.5% and Tau fluor cs -8.4%.
For O=C(Nc1ccc(Br)cc1F)c1cc(S(=O)(=O)NC2CCCC2)ccc1F the results were TRb-SRC2 inh 4.3%, TR SRC2 fluor cs -5.6%, Tau ThT inhib 7.2%, Tau fibril FP -12.5% and Tau fluor cs -17.4%.
Screening CC(C)Oc1ccc(CN2CCc3nc(Nc4ccc5c(c4)OCCO5)ncc3C2)cc1 returned TRb-SRC2 inh -2.7%, TR SRC2 fluor cs -1.3%, Tau ThT inhib inconclusive, Tau fibril FP inconclusive and Tau fluor cs inconclusive.
CC(C)(C)C(=O)NC(=S)N1CCc2ccccc21 was read as aGal spleen mod -5.3%, TRb-SRC2 inh 1.2%, L3MBTL1 block -9.6%, TR SRC2 fluor cs -1.6%, ALDH1A1 inh 11.2µM*, Tau ThT inhib inconclusive, Tau fibril FP -4.4% and Tau fluor cs -28.4%.
For Cc1ccc(C(=O)C(C)OC(=O)C2=COCCO2)cc1C (centres undefined) the results were aGal spleen mod 4.2%, TRb-SRC2 inh -3.5%, L3MBTL1 block 34.5%[activator], TR SRC2 fluor cs -6.7%, ALDH1A1 inh -10.7%, Tau ThT inhib 11.4%, Tau fibril FP -6.5% and Tau fluor cs 3.6%.
Screening Cc1nn(-c2ccccc2)c2c1C(O)n1c(nc3ccccc31)S2 (centres undefined) returned aGal spleen mod -1.3%, TRb-SRC2 inh -18.4%, L3MBTL1 block 4.1%, TR SRC2 fluor cs 4.1%, ALDH1A1 inh -5.8%, Tau ThT inhib 12.6%, Tau fibril FP 7.9% and Tau fluor cs 6.9%.
Screening Cc1ccc(NC(=O)COc2cccc3ccc(C)nc23)c(Br)c1 returned aGal spleen mod 2.9%, TRb-SRC2 inh 4.2%, L3MBTL1 block 2.0%, TR SRC2 fluor cs 2.1%, ALDH1A1 inh inconclusive, Tau ThT inhib inconclusive, Tau fibril FP 2.4% and Tau fluor cs -17.1%.
CSc1ncc(C(=O)N2CCN(c3cccc(C(F)(F)F)c3)CC2)c(C)n1 was read as TRb-SRC2 inh 3.8%, TR SRC2 fluor cs 0.0%, Tau ThT inhib -8.3%, Tau fibril FP 6.8% and Tau fluor cs -9.6%.
For N/C(Cc1ccc(Cl)c(Cl)c1)=N\OC(=O)c1cccs1 the results were aGal spleen mod 1.7%, TRb-SRC2 inh 1.2%, L3MBTL1 block 3.2%, TR SRC2 fluor cs 3.3%, ALDH1A1 inh -2.4%, Tau ThT inhib -2.7%, Tau fibril FP -5.5% and Tau fluor cs -15.9%.
For O=C(NC1CCCCC1)c1c2c(nc3ccccc13)CCC2 the results were aGal spleen mod 2.8%, TRb-SRC2 inh -0.1%, L3MBTL1 block -12.5%, TR SRC2 fluor cs -0.4%, ALDH1A1 inh -9.2%, Tau ThT inhib 0.4%, Tau fibril FP 7.1% and Tau fluor cs 2.2%.
`Cc1c(Cl)cccc1NC(=S)N1CCN(c2ccccn2)CC1` gave aGal spleen mod 4.4%, TRb-SRC2 inh -6.8%, L3MBTL1 block 4.0%, TR SRC2 fluor cs -2.1%, ALDH1A1 inh 11.8%, Tau ThT inhib -7.2%, Tau fibril FP inconclusive and Tau fluor cs -7.3%.
`Cc1ccc(S(=O)(=O)/N=C(/NC(=S)Nc2cccc(C)c2)c2ccccc2)cc1` gave aGal spleen mod -14.3%, TRb-SRC2 inh -9.9%, TR SRC2 fluor cs -1.1%, ALDH1A1 inh 12.6µM*, Tau ThT inhib inconclusive, Tau fibril FP -10.4% and Tau fluor cs -9.9%.
For CSC1CCCCC1(O)CSc1nc2c(cc1C#N)CCCC2 (centres undefined) the results were aGal spleen mod 1.5%, TRb-SRC2 inh -6.7%, L3MBTL1 block -8.7%, TR SRC2 fluor cs -0.9%, ALDH1A1 inh 7.94µM*, Tau ThT inhib -17.7%, Tau fibril FP 1.5% and Tau fluor cs -9.2%.
`N#Cc1c(NC(=O)c2cc3nc(-c4ccc(Br)cc4)cc(C(F)(F)F)n3n2)sc2c1CCCC2` gave TRb-SRC2 inh -6.5%, TR SRC2 fluor cs -1.4%, Tau ThT inhib inconclusive, Tau fibril FP -16.5% and Tau fluor cs 0.6%.
For CCOc1ccccc1N1CCN(Cc2cnc(-c3ccccc3)[nH]2)CC1 the results were aGal spleen mod -2.1%, TRb-SRC2 inh 9.8%, L3MBTL1 block -29.9%, TR SRC2 fluor cs 1.5%, Tau ThT inhib -1.5%, Tau fibril FP -7.4% and Tau fluor cs -3.4%.
Cc1ccc(C(=O)N/C(=C\c2ccc(Cl)cc2)C(=O)NCCCN2CCOCC2)cc1 was read as aGal spleen mod 1.7%, TRb-SRC2 inh -3.8%, L3MBTL1 block 3.1%, TR SRC2 fluor cs -4.9%, ALDH1A1 inh 4.0%, Tau ThT inhib 7.1%, Tau fibril FP -9.4% and Tau fluor cs 3.8%.
Screening CC1CCN(c2cc(=O)n(C3CCCCC3)c(=O)[nH]2)CC1 returned aGal spleen mod 0.2%, TRb-SRC2 inh -6.0%, L3MBTL1 block 5.8%, TR SRC2 fluor cs 0.3%, ALDH1A1 inh -6.9%, Tau ThT inhib inconclusive, Tau fibril FP -6.5% and Tau fluor cs -4.1%.
`CCN(CC)c1ccc2cc(C(=O)O)c(=O)oc2c1` gave aGal spleen mod -10.3%, TRb-SRC2 inh -1.0%, L3MBTL1 block -0.5%, TR SRC2 fluor cs -0.4%, Tau ThT inhib 5.4%, Tau fibril FP -11.4% and Tau fluor cs -8.6%.

Looked up by compound from the entries so far, 2 records:
`CCN(CC)c1ccc2cc(C(=O)O)c(=O)oc2c1` gave aGal spleen mod -10.3%, TRb-SRC2 inh -1.0%, L3MBTL1 block -0.5%, TR SRC2 fluor cs -0.4%, Tau ThT inhib 5.4%, Tau fibril FP -11.4% and Tau fluor cs -8.6%.
CSc1ncc(C(=O)N2CCN(c3cccc(C(F)(F)F)c3)CC2)c(C)n1 was read as TRb-SRC2 inh 3.8%, TR SRC2 fluor cs 0.0%, Tau ThT inhib -8.3%, Tau fibril FP 6.8% and Tau fluor cs -9.6%.

Next section
For C#C[C@@]1(O)CC[C@@H]2[C@@H]3CCC4=CC(=O)CC[C@@H]4[C@H]3CC[C@]21C the results were aGal spleen mod 3.5%[29.1 µM], TRb-SRC2 inh -1.3%[53 µM], TR SRC2 fluor cs 3.3%[53 µM] and ALDH1A1 inh -6.8%[20.9 µM].
For CCOc1ccc(C(C)=O)cc1Cc1c(O)nc(N)[nH]c1=O the results were aGal spleen mod 6.2%, TRb-SRC2 inh 3.4%, L3MBTL1 block -3.6%, TR SRC2 fluor cs -1.0%, ALDH1A1 inh 4.4%, Tau ThT inhib 4.0%, Tau fibril FP inconclusive and Tau fluor cs 5.3%.
`O=C(O)C1CCCCC1C(=O)Nc1ccc2c(c1)CCC2` (centres undefined) gave aGal spleen mod 2.8%, TRb-SRC2 inh -11.0%, TR SRC2 fluor cs -0.5%, ALDH1A1 inh -1.3%, Tau ThT inhib -3.8%, Tau fibril FP 6.1% and Tau fluor cs 5.5%.
Screening CCCN(CCC)S(=O)(=O)c1ccc(C(=O)Nc2ccc(OCC(=O)N3CCOCC3)cc2)cc1 returned aGal spleen mod -2.2%, TRb-SRC2 inh -5.1%, TR SRC2 fluor cs -3.1%, ALDH1A1 inh inconclusive, Tau ThT inhib -10.4%, Tau fibril FP -6.1% and Tau fluor cs -23.6%.
Screening COc1ccc(OCCOc2ccc(C)nc2[N+](=O)[O-])cc1 returned aGal spleen mod 6.4%, TRb-SRC2 inh 0.4%, L3MBTL1 block 2.8%, TR SRC2 fluor cs -1.0%, ALDH1A1 inh 3.6%, Tau ThT inhib -8.4%, Tau fibril FP -1.8% and Tau fluor cs -9.3%.
Cc1ccc(C2CCN(C(=S)Nc3cccc(Cl)c3)C2)cc1 (centres undefined) was read as aGal spleen mod 2.6%, TRb-SRC2 inh -2.8%, TR SRC2 fluor cs -3.4%, ALDH1A1 inh -1.1%, Tau ThT inhib -10.7%, Tau fibril FP inconclusive and Tau fluor cs inconclusive.
For CCN(CC(O)COCc1ccc(Cl)cc1)C1CCCCC1 (centres undefined) the results were aGal spleen mod -0.7%, TRb-SRC2 inh 3.6%, TR SRC2 fluor cs -0.9%, ALDH1A1 inh 1.8%, Tau ThT inhib -3.1%, Tau fibril FP -1.9% and Tau fluor cs -1.9%.
